Pf Dd2 inh = qHTS Primary assay for Inhibitors of Plasmodium falciparum Dd2 growth in vitro | P. falciparum Dd2 growth, SYBR Green, 72 h | Potency, µM (doses to about 28.9 µM), for inactives: at the highest dose activity, negative = inhibition, usual class: inhibitors | 120,000 compounds, 4.3% hits; active = well fitted inhibition curve with a large enough effect; inconclusive = small, poorly fitted or top-dose-only effect; inactive = no such curve, though single readings can be large or run the other way;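 note: plate controls were DMSO vehicle for no effect and reference drug for full effect; nearly all actives have a fitted effect of over 65% in size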
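Readout: SYBR Green fluorescence, 485 nm excitation, 535 nm emission, after ~16 h lysis at 37C. Before that, Dd2-infected red cells (2.5% hematocrit) grew 72 h with compound, 29 uM top final concentration.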
The depositor's hits bear a star; i = inactive; ? = inconclusive; [ ] = another dose, or the depositor's remark. Potency is the fitted concentration of half-maximal effect. Not all compounds are listed. The share of hits here may be higher or lower than overall.

No. | Structure | Pf Dd2 inh
1 | COc1ccc(C(=O)N2CCC3(CN[S+](=O)([O-])c4cccnc4O3)C2)cc1 (stereo unspecified) | 14.0%
2 | O=C1[C@@H]2C[C@@H](O)CN2C2(CN(Cc3ccccc3)C2)C(=O)N1Cc1ccccc1Cl | ?
3 | Cc1ccccc1Cn1c(=O)n(CCCCC(=O)NCCc2ccccc2)c(=O)c2ccccc21 | ?
4 | COCCNC(=O)CN1CCCc2nc(C3CC3)ncc2C1=O | 18.6%
5 | COCC(=O)N[C@H]1CCN2C(=O)c3cc(-c4ccc(F)cc4F)ccc3NC(=O)[C@@H]2C1 | 0.5%[44.1 µM]
6 | CCOc1ccc(C(=O)N2[C@@H]3CC[C@H]2CC(NC(=O)c2ccncc2)C3)cc1OCC (stereo partly specified) | -20.4%
7 | C=CCNC(=O)N[C@H]1[C@H](O)[C@@H](N2CCC(Cc3ccccc3)CC2)[C@@H]2OC[C@H]1O2 | i
8 | CCc1cc(=O)n(CC(=O)Nc2cccc(C#N)c2)c(N2CCOCC2)n1 | i
9 | CC(C)n1cnnc1CC1CCN(C(=O)CN(C)S(=O)(=O)c2cccs2)CC1 | -23.1%
10 | Cc1ccc(C(c2sc3nc(-c4ccco4)nn3c2O)N2CCC3(CC2)OCCO3)cc1 (stereo unspecified) | 6.1%
11 | Cn1c(C(=O)N2CCNc3cnc(Nc4ccccc4)nc3C2)cc2ccccc21 | ?
12 | Clc1ccccc1CNc1nc2ccccc2c2nc(-c3ccccc3)nn12 | i
13 | CN1CCN(C(=O)CSCc2ccccc2Cl)[C@H]2CS(=O)(=O)C[C@H]21 | -10.3%
14 | COc1ccc(-c2nc(S(=O)(=O)c3ccccc3)c(N3CCC(C)CC3)o2)cc1 | 31.1%
15 | CCc1csc(CNC(=O)c2ccc(N3CCN(C)C(C)C3)nc2)n1 (stereo unspecified) | -12.0%
16 | CCS(=O)(=O)N(C1CC1)C1CCOC2(CCN(C(=O)Cc3cccc(C)c3)CC2)C1 (stereo unspecified) | i
17 | Cc1cccc(N2CCN(C(=O)c3noc(-c4ccc[nH]c4=O)n3)CC2)c1 | i
18 | C#C[C@H]1CN2CC[C@H]1C[C@@H]2CNCc1ccc(C(C)C)cc1 | i
19 | Cc1ccc(-c2nc(SCC(=O)NCC3CCCO3)c(-c3ccc(C)cc3)[nH]2)cc1 (stereo unspecified) | -13.6%
20 | Cc1ccc2c(c1)N(CC(=O)Nc1ccccc1C(F)(F)F)C(=O)c1cccnc1O2 | -2.8%
21 | COCCCn1c(SCC(=O)Nc2ccc(OC)cc2)nc2c(sc3ccccc32)c1=O | 10.5%
22 | O=C(CC1=C2CCCCC2NC1=O)NCC1CCN(Cc2cccc(F)c2)CC1 (stereo unspecified) | ?
23 | COCCN1CCC(C(=O)N2Cc3cnc(CC(C)C)nc3C2)CC1 | -17.5%
24 | O=C(NC1CCN(c2cnn(CC3CC3)c(=O)c2)CC1)c1ccc2c(c1)OCO2 | ?
25 | Cc1ccc(C)c(N2C(=O)N(Cc3cccc(C(F)(F)F)c3)c3ccccc3S2(=O)=O)c1 | ?
26 | COCCNC(=O)c1cc(-c2ccc(OC)cc2)nc2c1c(C1CCNC1)nn2C (stereo unspecified) | -27.6%
27 | Cc1ccc(C(=O)N2C[C@@H](CO)[C@H](c3nc(C4CC4)no3)C2)nc1 | i
28 | Cc1cccc(-c2nc(SCc3cc(=O)c4cccc(F)c4[nH]3)n[nH]2)c1 | 45.5%[activator]
29 | Cc1cc(Cn2cc3c4c(cccc42)[C@H](CC(C)C)N[C@H](C(=O)NCc2cncn2C)C3)no1 | 11.2µM*
30 | Cc1cccc(C)c1OCCCn1c(CCNC(=O)C2CCCCC2)nc2ccccc21 | ?
31 | COC(=O)c1ccc(NC(=O)Cn2c(=O)nc(-c3ccccc3)c3ccccc32)cc1 | -26.5%
32 | Fc1ccc(-c2cc(-c3nc(-c4ccccc4)no3)[nH]n2)cc1 | -1.2%
33 | Cc1ccc(C(=O)n2nc(C)c(S(=O)(=O)N3CCCCCC3)c2C)cc1C | 2.5%
34 | O=C(CN1CC2CC(C1)[C@H]1CCCC(=O)N1C2)NCC1CCCCC1 (stereo partly specified) | -21.2%
35 | COc1ccc(-c2cc(C(F)(F)F)nc(SCC(=O)Nc3ccc(O)cc3)n2)cc1OC | 8.5%
36 | COc1cccc(CSc2nc3n(n2)C(c2cccs2)C(C(=O)Nc2ccccc2C)=C(C)N3)c1 (stereo unspecified) | 15.4%
37 | COc1ccccc1Nc1nn2c(=O)c3ccc(C(=O)Nc4ccc(F)cc4)cc3nc2s1 | 31.5%[activator]
38 | CN(C)S(=O)(=O)N1CCCC(Cn2c(C3CC3)nc3cccnc32)C1 (stereo unspecified) | ?
39 | COc1ccc(C(=O)N2CCC(c3nn(-c4ccc(OC)cc4)c(=O)[nH]3)CC2)cc1 | ?
40 | CCC(C)NC(=O)C(=O)Nc1c2c(nn1-c1ccccc1)CS(=O)(=O)C2 (stereo unspecified) | -5.6%
41 | FC(F)(F)c1cccc2c(N3CCC4(CCCN4Cc4ncc[nH]4)CC3)ccnc12 | 10µM*
42 | COCCn1c(C)cnc1CCNS(=O)(=O)c1c(C)nn(C)c1C | 30.6%[activator]
43 | CC1=C[C@@H](CO)[C@H](C(C)C)C[C@H]1CC(=O)NCc1cccnc1 | 2.7%[44.1 µM]
44 | COCCOc1cc(-c2noc([C@@H]3CCCN3Cc3ccncc3)n2)ccn1 | -5.8%[44.1 µM]
45 | CCCS(=O)(=O)NCc1cccnc1Oc1cccc(C(F)(F)F)c1 | -22.5%
46 | Cc1cnc(C(=O)N2CC[C@H](CO)[C@H](N(C)C)C2)cn1 | -17.4%
47 | O=C(CSc1nnc(NC(=O)NC2CCCCC2)s1)Nc1ccccc1F | i
48 | Cc1ccc(NC(=O)N2CCC(n3cnnc3C3CC3)C2)cc1 (stereo unspecified) | 16.8%
49 | Cc1ccc(OCC(=O)Nc2ccccc2C(=O)OCc2cc(=O)n3c(C)csc3n2)cc1 | 28.8%
50 | COc1ccc(NC(=O)Cn2c(SCc3cc(C)ccc3C)nc3ccncc32)c(OC)c1OC | -16.8%

(cont.)
No. | Structure | Pf Dd2 inh
51 | CCN(CC)C(=O)[C@@H]1C[C@@H](N)CN1C(=O)CC1CCCC1 | -3.3%
52 | Cc1noc(C)c1S(=O)(=O)N1C[C@@H](Oc2cccnc2)C[C@H]1C(N)=O | 4.9%
53 | C[C@@H]1CN(C(=O)c2cc(F)cc(C#N)c2)CC[C@@]1(O)C1CCOCC1 | -0.5%
54 | O=C(c1ccc(Cl)cc1)N1CCC2(Cc3ccccc3NC2=O)C1 (stereo unspecified) | -20.9%
55 | CCNC(=O)N1C[C@@H]2OCC(=O)N(Cc3ccc(F)cc3)[C@@H]2C1 | i
56 | Cn1c(SCc2ccc(Br)cc2)nc2c([nH]c3ccccc32)c1=O | 3.2%
57 | COCCNC(=O)[C@@H]1C[C@H](Oc2ccccc2)CN1C(=O)c1ocnc1C | -2.3%
58 | O=C(Nc1ccc(F)cc1F)C1CCN(c2ncccn2)CC1 | 49.6%[activator]
59 | CCc1nc(C)cc(-c2cc(OC)c(OC)c(OC)c2)n1 | -17.8%
60 | Cc1ccc2c(c1)N(C(=O)Nc1ccc(Br)cc1F)CCO2 | -18.2%
61 | CN(Cc1ccccc1)C(=O)Cn1ncc2c3ccccc3n(Cc3cccc(Cl)c3)c2c1=O | ?
62 | O=C(Cc1ccc(Cl)cc1)N1CCC(N2CCCCCC2=O)CC1 | ?
63 | COc1ccc(-c2ccc(C(=O)N[C@@H]3COCC[C@H]3OC)o2)cc1 | -13.4%
64 | O=C1CO[C@H]2CN(Cc3ccc4c(c3)OCO4)C[C@H]2N1c1ccccc1 | -7.6%[44.1 µM]
65 | COc1ccc(Cn2cc(-c3ccc(F)c(C(N)=O)c3)cn2)cc1 | -2.7%
66 | CC1=C(C(=O)OC2CCCC2)C(c2c(Cl)cccc2Cl)CC(=O)N1 (stereo unspecified) | 15.6%
67 | CCc1nc(-c2c3n(c(=O)n(CC(=O)NC4CCCC4)c2=O)CCCCC3)no1 | -3.4%
68 | CN(C(=O)[C@@H]1C[C@H](c2ccc(F)cc2)N([S+](=O)([O-])C2CC2)C1)c1ccccc1 | ?
69 | COc1ccc(OC)c(CNC(=O)C2CCN(c3ncnc4c3nc3n4CCCCC3)CC2)c1 | ?
70 | CC(=O)Nc1cc(-c2cn(C)c(=O)n3cc(COc4ccc(Cl)cc4)nc23)ccn1 | ?
71 | CCc1ccccc1NC(=O)CCNS(=O)(=O)c1ccc2c(c1)CCN2C(=O)C1CC1 | -10.1%
72 | COCCNC(=O)C1COC2(CCN(C(=O)c3ccc(OC)cc3)CC2)N1C(=O)c1ccc(C)cc1 (stereo unspecified) | ?
73 | Cc1ccc(NC(=O)N2CCc3c(C(=O)N(C)C)cccc32)cc1 | i
74 | O=C(CN1CCCN(S(=O)(=O)c2ccc(Br)cc2)CC1)Nc1cccc(C(F)(F)F)c1 | 19.9%
75 | COc1ccc(CC(=O)Nc2nc3c(s2)C[C@@H]2[C@](C)(CO)[C@H](O)CC[C@@]2(C)[C@@H]3CC(=O)NCCNC(C)=O)cc1 | -12.6%
76 | COc1ccc(NC(=O)Nc2nnc(N3CCCCCC3)s2)c(OC)c1 | 8.2%
77 | CCC(=O)N1C[C@@H](Oc2ccccc2)C[C@@H]1C(=O)NCCOC | 4.6%
78 | Cc1ccc(CNC(=O)N2C[C@@H](Oc3cccnc3)C[C@H]2C(=O)N2CCCC2)cc1 | ?
79 | O=c1nc2n(-c3ccccc3F)c3ccccc3cc-2c(=O)[nH]1 | 23.2%
80 | O=C(NCCC1=CCCCC1)c1ccc2c(c1)N(Cc1cccc(Cl)c1)C(=O)c1ccccc1S2=O (stereo unspecified) | ?
81 | Cc1noc(/C=C/c2ccccc2F)c1S(=O)(=O)N1CCC(C(=O)N(C)Cc2ccco2)CC1 | 10.4%
82 | Cc1noc(C)c1C(=O)NC1CCCc2c1[nH]c1ccccc21 (stereo unspecified) | -8.5%
83 | Cc1ccc(C(=O)N(C)C2CCc3ccccc32)cc1 (stereo unspecified) | 1.4%[44.1 µM]
84 | COCC(=O)N1CCC(C(NC(=O)c2ccc(F)cc2)C(=O)N2CCCC2)CC1 (stereo unspecified) | -8.7%
85 | CC1(Cc2ccc3c(c2)OCO3)CCCN(C(=O)c2ccc3ncsc3c2)C1 (stereo unspecified) | -15.4%
86 | O=C(C[C@@H]1O[C@H](CNCc2cccc(Cl)c2)[C@@H](O)[C@H]1O)Nc1ccccc1 | i
87 | Cc1cc(C(=O)Nc2cccc(F)c2)c2c(C)nn(-c3cccc(Cl)c3C)c2n1 | -21.6%
88 | COc1cccc(N2C(=O)NC(=NC3CCCCC3)C23CCCN(C(=O)c2ccc(C)cc2)C3)c1 (stereo unspecified) | 13.4%
89 | CC1=C(c2ccc(C)cc2)S(=O)(=O)NC1=NCCCN1CCN(c2ccccc2F)CC1 | -10.8%
90 | O=C(NC1CCCc2c1[nH]c1ccccc21)c1ccccc1 (stereo unspecified) | ?
91 | O=C1CCCCC(Cc2cccnc2)(C(=O)O)N1 (stereo unspecified) | 40.4%
92 | CCCCc1ccc(NC(=O)C2(C)Cc3ccccc3C(=O)O2)cc1 (stereo unspecified) | -23.6%
93 | COc1ccccc1CCNC(=O)c1ccc2c(c1)c(C)c(C)n2Cc1ccc(Cl)cc1 | i
94 | Cc1ccc(CNC(=O)c2c(-c3ccccc3F)noc2C)o1 | 1.8%
95 | O=C(NCCn1cc(SCc2ccccc2F)c2ccccc21)c1cccs1 | ?
96 | O=C(NC1CCCN(c2cc(-c3ccccc3)[nH]n2)C1)c1ccc2c(c1)OCO2 (stereo unspecified) | i
97 | CN1Cc2cccn2CC1CNC(=O)NC1CCCCC1 (stereo unspecified) | ?
98 | Cc1ccc2c(=O)n(-c3cccc(Cl)c3)c(=O)[nH]c2c1 | 8.7%
99 | COC(=O)COc1ccc(C(=O)N[C@@H]2CN(C(=O)NC(C)C)CCC[C@H]2O)cc1 | 9.2%[44.1 µM]
100 | CCCN(c1ccc(C(C)C)cc1)S(=O)(=O)c1ccc2c(c1)CCN2C(=O)CC | ?

Further results:
No. | Structure | Pf Dd2 inh
101 | Cc1cc(C)nc(NS(=O)(=O)c2ccc(NC(=O)COc3ccc(Cl)cc3C)cc2)n1 | i
102 | COc1ccc(C(=O)N2CCC[C@H]2c2nc(-c3ccc(OC)c(OC)c3)no2)cc1OC | i
103 | CC(=O)Nc1ccc(S(=O)(=O)N2Cc3ccccc3OC3(CCN(C(=O)NC(C)C)CC3)C2)cc1 | ?
104 | COc1ccc(-c2noc(-c3nc(-c4cc(OC)c(OC)c(OC)c4)no3)n2)cc1OC | 33.3%
105 | CCOC(=O)c1ccc(NC(=O)c2ccc(-c3cccc(Cl)c3C)o2)cc1 | 23.5%
106 | CCOc1ccccc1CN1CCN(c2ccc(C#N)cn2)CC1CCO (stereo unspecified) | ?
107 | CCOCC(=O)N1CC(c2nc(CCOc3cccc(C)c3)no2)C1 | -21.8%
108 | COc1ccc(N2CCN(S(=O)(=O)c3c(C)[nH]c(=O)[nH]c3=O)CC2)cc1 | 36.9%[activator][5.79 µM]
109 | CCNC(=O)N[C@H]1C[C@@H](Cc2cc(CN3CCN(c4ccccc4)CC3)on2)C1(C)C | -13.2%[44.1 µM]
110 | c1ccc(-n2nnnc2N2CCCC(c3nccn3Cc3ccccn3)C2)cc1 (stereo unspecified) | -26.7%

Screens (PubChem)
